RMI FANCM FP: disruptors of RMI1/RMI2 association with MM2 peptide – biochemical, fluorescence polarization, human, primary screen; RMI core complex (RMI1/RMI2) binding to FANCM MM2 peptide, human; RMI core complex with F-MM2 peptide; active compounds read low; FP signal (polarization) at 33 µM; 0.58% of 70,000 active; in the data active = FP signal below about 40; also: inactives centre near 61; strong numbers were not always called active; unit not given here
The depositor's hits bear a star; & = joins results of further samples. A portion of the library; rates above refer to the full screens.

The opening 5 records, ahead of the listing:
SMILES | RMI FANCM FP
CCN(CC)C(=S)SCC(=O)c1cc(C)n(-c2ccccc2)c1C | 59
Cc1c(Cl)cccc1NC(=O)Cc1cc(=O)[nH]c(SCc2ccccc2F)n1 | 68
CCC1CCCCN1S(=O)(=O)c1cn(C)c(=O)n(C)c1=O (stereo unspecified) | 58
O=C(C1CC1)N1CCN(Cc2nc3ccccc3[nH]2)CC1 | 58
O=C(Cc1ccccc1)Nn1c(=S)[nH]c2ccccc2c1=O | 57

The list itself, from the start:
SMILES | RMI FANCM FP
CCN(CC)C(=S)SCC(=O)c1cc(C)n(-c2ccccc2)c1C | 59
Cc1c(Cl)cccc1NC(=O)Cc1cc(=O)[nH]c(SCc2ccccc2F)n1 | 68
CCC1CCCCN1S(=O)(=O)c1cn(C)c(=O)n(C)c1=O (stereo unspecified) | 58
O=C(C1CC1)N1CCN(Cc2nc3ccccc3[nH]2)CC1 | 58
O=C(Cc1ccccc1)Nn1c(=S)[nH]c2ccccc2c1=O | 57
COc1ccc(S(=O)(=O)NCc2ccco2)c(C)c1C | 64
CC(=O)c1cccc(NC(=O)CSc2ccc(F)cc2)c1 | 55
CN(C1CCCCC1)S(=O)(=O)c1ccc(C(=O)Nc2cccc3c2C(=O)NC3=O)cc1 | 59
CN(C(=O)/C=C/c1ccccc1)c1nnc(C23CC4CC(CC(C4)C2)C3)s1 | 53
Cc1noc(-c2c(C)noc2C)c1C(=O)NNC(=O)c1c(F)cccc1Cl | 56
CSc1c(-c2ccccn2)c(N)nn1C(=O)c1cccs1 | 56
N#CCN1CCN(c2nc3ccc(Cl)cc3s2)CC1 | 63
COc1ccc(/C=C\C(=O)N(c2ccc(C)cc2)C2C=CS(=O)(=O)C2)cc1 (stereo unspecified) | 60
COC(=O)c1ccc(NC(=O)Cn2cccc(-c3nc(-c4ccc(Cl)cc4)no3)c2=O)cc1 | 177
CCOC(=O)Cn1c(=NC(=O)c2c(F)cccc2F)sc2cc3c(cc21)OCO3 | 77
CS(=O)(=O)c1ccc(C(=O)Nc2sc3c(c2C(N)=O)CCCC3)cc1 | 80
CC1(C)CC(=O)C2C(=Nc3nc(SCc4ccccc4Cl)nn3C2c2cccc(O)c2)C1 (stereo unspecified) | 67&69
CC(=O)OC[C@H]1O[C@@H](OCc2ccccc2)[C@H](OC(C)=O)[C@@H](OC(C)=O)[C@@H]1OC(C)=O | 54
O=C(O)C1Cc2ccccc2C1 | 56
O=C(NCCn1ncc2c(N3CCOCC3)ncnc21)c1ccc(=O)oc1 | 67
COc1cc(NC(=O)c2cccs2)c(C(=O)O)cc1OC | 51
COc1ccc(C2=NN(C(=O)CSc3cn(Cc4ccc(Br)cc4)c4ccccc34)C(c3ccc(C)cc3)C2)cc1 (stereo unspecified) | 64
Cc1nc(-c2ccc(S(=O)(=O)N3CCN(c4nc(-c5ccccc5)ns4)CC3)s2)cs1 | 63
FC(F)(F)c1cc(CO[C@H]2CCCN[C@H]2c2ccccc2)cc(C(F)(F)F)c1 | 76
CN(C)c1ccc(CCNC(=O)C(=O)NC2CC2)cc1 | 72
Cn1c(SCC(=O)Nc2ccc3c(c2)OCCO3)nnc1-c1cccn(C)c1=O | 64
Cc1cc(C(=O)Nc2nnc(Cc3ccc(Cl)s3)o2)on1 | 71
O=C(c1ccc(F)cc1)N1CCCCC(Sc2nnc3sc4ccccc4n23)C1=O (stereo unspecified) | 58
COc1ccc(Cl)cc1N1C(=O)c2ccncc2C1=O | 58
Clc1ccc2c(c1)c1ccccc1n2CN1CCOCC1 | 53
Cc1cccc2nc(-c3cccc(NC(=O)C4CCCCC4C(=O)O)c3)cn12 (stereo unspecified) | 70
O=C(NNc1ncccc1-n1cccc1)c1ccc(Cl)cc1 | 63
CCOC(=O)c1c(-c2cccs2)csc1NC(=O)/C=C/c1ccccc1 | 77
CCOC(=O)Cc1csc(NC(=O)COc2ccc(N(C)S(=O)(=O)c3ccc(C)cc3)cc2)n1 | 66
O=S(=O)(NC1CCCCC1n1cc(-c2ccccc2)nn1)c1ccccc1 (stereo unspecified) | 68
NC(=O)c1ccccc1NC(=O)Cc1cc(=O)[nH]c(SCc2ccccc2)n1 | 68
Nc1ccc(Oc2ccc(Cl)cc2C2CCCCC2)nc1 | 51
COc1ccc(C)cc1NC(=O)NCCOc1ccc(F)cc1 | 61
O=C(CC1C(=O)N(c2ccccc2)C(=S)N1Cc1ccco1)Nc1ccccc1 (stereo unspecified) | 67
CN1C(=O)C(=Cc2cn(-c3ccccc3)nc2-c2cccs2)C(=O)N(C)C1=O | 59
COc1ccc(CCS(=O)(=O)NCCN2CCN(c3ccccc3F)CC2)cc1 | 65
NCCn1ncc2c(N3CCN(c4ccc(F)cc4)CC3)ncnc21 | 76
Cc1nc(SCc2ccccc2)[nH]c(=O)c1CC(=O)O | 69
Cc1nn(C2CCS(=O)(=O)C2)c2nc(-c3ccco3)cc(C(=O)NCc3c(F)cccc3F)c12 (stereo unspecified) | 75
CCOC(=O)c1ccc(Nc2nnc(Cc3csc(N)n3)s2)cc1 | 60
CCN1C(=O)Cc2cc(NC(=O)Cc3ccc(OC)c(OC)c3)ccc21 | 67
CCOc1ccc(-c2nc3c(c(SCC(=O)Nc4cccc(C)c4)n2)Cc2cc(C)ccc2O3)cc1 | 61
O=C(NCCc1ccccc1)c1ccc2c(=O)nc3c(-c4cccc(F)c4)n[nH]n3c2c1 | 75
CNc1nn(CC(=O)NCc2ccccc2Cl)c(N)c1-c1nc(-c2ccc(C)cc2)no1 | 64
COc1cc(OC)cc(C(=O)NCCOc2ccc3nnc(-c4ccccc4OC)n3n2)c1 | 73
O=C(Cc1cccs1)NCCSc1c(-c2ccc(Cl)cc2)[nH]c2ccccc12 | 61
O=S(=O)(NC1CCCCC1Sc1nncn1/N=C\c1ccco1)c1ccccc1 (stereo unspecified) | 58
Cc1nnc(Nc2cc(Cl)cc(Cl)c2)s1 | 50
Cc1c(C(=O)Cc2c(O)c3ccccc3oc2=O)sc2nc(C(F)(F)F)nn12 | 63
O=C(NCc1ccco1)c1cc2cc([N+](=O)[O-])ccc2oc1=O | 60
CCOC(=O)c1nn(-c2ccc(F)cc2)c(=O)cc1NC(=O)C(CC)CC | 58
COCCCNC(=S)N/N=C\c1ccc[nH]1 | 61
COc1cccc(S(=O)(=O)NCc2ccc(C(=O)NCc3ccco3)cc2)c1 | 75
Cc1cc(CN2CCN(c3ccccc3)CC2)c(C)n1-c1cccc(C(F)(F)F)c1 | 77
COc1cc(/C=N\NC(=S)Nc2ccc(F)cc2)ccc1OS(C)(=O)=O | 55

Additional structures:
SMILES | RMI FANCM FP
Cc1nc2ccc(NC(=O)C3CCN(S(C)(=O)=O)CC3)cc2s1 | 66
Cc1csc2nc(-c3cccc(NC(=O)c4ccccc4[N+](=O)[O-])c3)cn12 | 66
CSc1ccccc1NC(=O)C(=O)NCCN1CCOC(c2ccccc2)C1 (stereo unspecified) | 73
Cc1noc(C)c1NC(=O)NC1CCCc2ccccc21 (stereo unspecified) | 55
O=C(CCSc1ccccc1)N(CCn1cccn1)c1nc2c(F)cccc2s1 | 70
CC(C)(C)SCCNC(=O)/C=C/c1ccccc1 | 58&53
COc1ccc(-c2noc(CSc3nc4ccsc4c(=O)n3CC(C)C)n2)c(OC)c1 | 72
Cc1ccc(-c2nc(NC(=O)Nc3c(-c4ccccc4)noc3C)sc2C)cc1Cl | 46
Nc1nc(-c2cc(Cl)sc2Cl)cs1 | 57
Cc1csc(C(=O)NNC(=O)c2cc(Cl)cc(Cl)c2)c1 | 59
COc1cn(CC(=O)Nc2ccc(Br)cc2)c(CN2CCC(C)CC2)cc1=O | 57
COc1ccc(C(=O)Nc2ccc3c(c2)CN(C(=O)c2ccco2)CC3)c(OC)c1OC | 68

Five of the compounds above, with tabs.
Compound	RMI FANCM FP
CC(C)(C)SCCNC(=O)/C=C/c1ccccc1	58&53
COc1ccc(-c2noc(CSc3nc4ccsc4c(=O)n3CC(C)C)n2)c(OC)c1	72
Cc1ccc(-c2nc(NC(=O)Nc3c(-c4ccccc4)noc3C)sc2C)cc1Cl	46
Nc1nc(-c2cc(Cl)sc2Cl)cs1	57
Cc1csc(C(=O)NNC(=O)c2cc(Cl)cc(Cl)c2)c1	59

Further records follow:
SMILES | RMI FANCM FP
Cn1c(=O)c2c(O)cc(=O)oc2c2ccccc21 | 59
CCc1ccc(NC(=O)C(=O)NCCO)cc1 | 62
O=C(/C=C/c1cccc(Cl)c1Cl)Nc1cc2ccccc2oc1=O | 61
O=C(CSC1=NCCS1)N1CCc2ccccc21 | 57
O=[N+]([O-])c1ccc(S(=O)(=O)NCc2cccnc2)cc1 | 68
CC(C)(C)c1ccc(/C(N)=N\OC(=O)CCSc2cccs2)cc1 | 62
Cn1nccc1C(=O)Nc1nc2ccc(F)cc2s1 | 64
CCOC(=O)c1ccc(NC(=O)CSc2ccc(NC(C)=O)nn2)cc1 | 69
CC12NC(=O)NC1(C)NC(=O)N2 (stereo unspecified) | 53
O=c1[nH]c(=S)[nH]c2c1CCCC2 | 63&62
O=S(=O)(c1ccc(Cl)cc1)N1CCC(n2cccc2)CC1 | 53
CN(NC(=O)NC(=O)c1ccc(F)c(Cl)c1)c1ccc([N+](=O)[O-])cn1 | 58
COc1ccc(Cl)c2sc(NC(=O)c3ccccc3SC)nc12 | 64
CC(C)NC(=O)c1ccccc1N | 61
COc1ccc(CCNC(=O)CC2CCCCN2S(=O)(=O)c2ccc(F)cc2)cc1 (stereo unspecified) | 67
CS(=O)(=O)Nc1ccc2oc3ccccc3c(=O)c2c1 | 59
O=C(O)Cn1nnc2ccccc21 | 57
O=C(/C=C/c1ccccc1)N1CCC(c2nc3ccccc3[nH]2)CC1 | 55
O=c1cc(-c2ccccc2)oc2cc(O)cc(O)c12 | 55&54
CCC(C(=O)Nc1c(C(=O)Nc2ccc([N+](=O)[O-])cc2)oc2ccccc12)c1ccccc1 (stereo unspecified) | 57
COCCNC(=O)c1ccc2c(=O)n(CCc3ccccc3)c(SCC(=O)CC(=O)OC)nc2c1 | 64
COC(=O)c1ccccc1NC(=O)CN1CCN(C(c2ccccc2)c2ccccc2)CC1 | 61
COc1cccc(C(=O)NCC(c2cccn2C)N2CCc3ccccc3C2)c1OC (stereo unspecified) | 62
OCCNc1nc(-c2ccccc2)c2cc(Cl)ccc2n1 | 57
CN1CCC(OC(c2ccccc2)c2ccccc2)CC1 | 70&-38
O=C(COc1ccccc1F)Nc1nnc(-c2cc(Cl)sc2Cl)o1 | 68
O=C(/C=C/c1ccccc1)Nc1cccnc1Oc1ccc(F)cc1 | 58
CCOC(=O)CCc1ccc2c(c1)NC(c1cccc([N+](=O)[O-])c1)O2 (stereo unspecified) | 53&53
Cc1[nH]c2ccccc2c1C(=O)C(=O)N1c2ccccc2CC1C (stereo unspecified) | 62
Cc1cc(C)cc(Nc2nc(NCc3ccco3)nc3c2cnn3-c2ccccc2)c1 | 51
CCOC(=O)c1cc(Cl)c(C(=O)OCC)cc1Cl | 61
Cc1nccc(-c2cccc(N/N=C(/C#N)C(=O)c3ccc(Cl)cc3)c2)n1 | 54
Cc1ccc(S(=O)(=O)NCCCc2ccc(N(C)C)cc2)c(C)c1 | 73
CC1Oc2ccccc2N(Cc2nc(-c3ccc(OCc4ccccc4)cc3)no2)C1=O (stereo unspecified) | 101
O=C(CS(=O)(=O)c1c[nH]c2ccccc12)Nc1cc(C(F)(F)F)ccc1Cl | 62
Cc1ccc(-c2ccc(=O)n(CCCNC(=O)c3c(F)cccc3Cl)n2)cc1 | 69
c1ccc([C@H]2CN3CCSC3=N2)cc1 | 54&55&49
COc1ccc(OC)c2[nH]c(=O)c(CCNC(=O)C3c4ccccc4Oc4ccccc43)cc12 | 58
COCC(=O)Nc1cc(-c2cn3nc(OC)ccc3n2)ccc1F | 73
O=C(NCc1ccc(F)cc1)c1ccc(Cn2cnc3ccccc32)o1 | 62
CCN(CC)CCN(C(=O)c1ccc(S(=O)(=O)N2CCCc3ccccc32)cc1)c1nc2c(F)cccc2s1 | 83
C=CCn1c(N)c(C(=O)NCCC(C)C)c2nc3ccccc3nc21 | 69
c1ccc(-c2csc3ncnc(NCc4ccccn4)c23)cc1 | 53
CSC(=NC#N)S/C=C/C(=O)c1cccc(Br)c1 | 51
O=C(NNC(=O)c1ccc(Br)s1)c1ccc(S(=O)(=O)N2CCCCCC2)cc1 | 61
Nn1c(SCC(=O)Nc2ccc(Cl)c(Cl)c2)nnc1-c1cccs1 | 71
O=C(Nc1ccc(O)c(-c2nc3ccccc3s2)c1)c1coc2ccccc2c1=O | 80
CSc1ccc(-c2nnc(NC(=O)c3ccc(S(=O)(=O)N4CCC(C)CC4)cc3)o2)cc1 | 62
O=C(/C=C/c1cccs1)Nc1ccccc1I | 57
COc1ccccc1N/C=C(\C#N)c1nc(-c2ccc(C)cc2C)cs1 | 64
O=C1C2C3CC(C(Br)C3Br)C2C(=O)N1c1ccc2ccccc2c1 (stereo unspecified) | 64
CC(NC(=O)c1ccccc1)C(c1ccccc1)N(C)C (stereo unspecified) | 68
COCCCNC(=O)c1ccc(N=Cc2ccccc2O)cc1 | 55
O=C(CSc1nc2ccccc2o1)N1CCc2c([nH]c3ccccc23)C1C(F)(F)F (stereo unspecified) | 54
O=c1cc(-c2ccccc2)oc2c1Cc1ccccc1-2 | 50

For convenience, 3 of the compounds above:
SMILES | RMI FANCM FP
O=C(/C=C/c1cccs1)Nc1ccccc1I | 57
COc1ccccc1N/C=C(\C#N)c1nc(-c2ccc(C)cc2C)cs1 | 64
O=C1C2C3CC(C(Br)C3Br)C2C(=O)N1c1ccc2ccccc2c1 (stereo unspecified) | 64

High-throughput results as filed in PubChem.
